Luc counter: blocks Kinase-Glo luciferase, a counter-screen artifact | 200,000 compounds, 0.28% hits | Kinase-Glo luciferase, ATP luminescence, 8 min | AID 1379 | Potency, µM (series often up to 38.3 µM), inactives show top-dose activity change, negative = inhibition, most hits filed as inhibitors; also: % is scaled to controls: 0 for no effect and ±100 for the full control effect; nearly all actives have a fitted effect of over 60% in size
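Kinase-Glo luciferase light output from ATP and luciferin was measured with 10 uM ATP, within the enzyme's linear range. Buffer: 50 mM imidazole pH 7.2, 50 mM KCl, 7 mM MgCl2, 0.01% Tween 20, 0.05% BSA; luminescence read after 8 min at ambient temperature.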
JMJD2E inh: blocks human JMJD2E demethylase activity; B2RXH2; JMJD2E catalytic domain, FDH-coupled NADH fluorescence (FDH is formaldehyde dehydrogenase); Potency, µM (series often up to 57.1 µM), for inactives: at the top dose activity change, negative = inhibition, hits mostly inhibitors; 230,000 compounds, 1.6% hits; AID 2147; active = well fitted inhibition curve with a large enough effect, not every such curve was filed as active; inconclusive = small, poorly fitted or top-dose-only effect, or another doubt; inactive = no such curve, though single readings can be large or run the other way;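 also: 0% = wells with enzyme and -100% = buffer wells without enzyme; nearly all actives have a fitted effect of over 50% in size; many of its hits are not listed in these tables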
Target sequence (B2RXH2 1-337 limits assumed): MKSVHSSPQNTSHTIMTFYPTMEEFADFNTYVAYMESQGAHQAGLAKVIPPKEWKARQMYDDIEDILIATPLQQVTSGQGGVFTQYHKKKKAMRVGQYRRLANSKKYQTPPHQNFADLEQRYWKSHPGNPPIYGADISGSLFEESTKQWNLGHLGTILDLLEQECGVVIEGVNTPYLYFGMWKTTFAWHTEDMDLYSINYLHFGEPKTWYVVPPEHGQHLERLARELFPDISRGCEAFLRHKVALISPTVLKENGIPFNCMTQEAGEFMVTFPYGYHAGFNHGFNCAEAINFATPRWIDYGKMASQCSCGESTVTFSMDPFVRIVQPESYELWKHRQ
Lamin A splicing: changes lamin A minigene splicing in HeLa cells; HeLa LMNA splicing GFP/RFP minigene ratio, 48 h; Potency, µM (highest dose often 46.1 µM), inactives show top-dose ratio change, negative = inhibition, most hits filed as inhibitors; 200,000 compounds, 0.01% hits; AID 1487; active = well fitted inhibition curve with a large enough effect in the signal ratio, with a control signal flat, not every such curve was filed as active; inconclusive = small, poorly fitted or top-dose-only effect, or effect the other way, or a change in a side signal; the % refers to the signal ratio; also: % is scaled to controls: 0 for no effect and ±100 for the full control effect
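S3 HeLa cells stably expressing lamin A-EGFP splicing minigene plus DsRed2, 600 cells/well, 48 h compound exposure at 37C. Laser-scanning cytometry; analysed as GFP (500-530 nm)/RFP (575-640 nm) total intensity ratio; 0.5% DMSO vehicle.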
Tau ThT inhib: tau fibrillization inhibition (ThT binding) | 270,000 compounds, 2.1% hits | Potency, µM (series often up to 57.4 µM), without a hit: at the highest dose activity, negative = inhibition, hits mostly inhibitors | recombinant tau K18 P301L (four-repeat tau fragment), heparin-induced fibrillization, ThT fluorescence | P10636; also: % is scaled to controls: 0 for no effect and ±100 for the full control effect; nearly all actives have a fitted effect of over 55% in size
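Heparin-induced fibrillization of the P301L-mutant K18 repeat-domain fragment of human tau was followed by ThT binding in quantitative high-throughput format.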
SMN2 splice enh: increases expression of the SMN2 splice variant | HEK293 SMN2-luciferase splicing reporter, luminescence, 30-36 h | Potency, µM (series often up to 46.1 µM), for inactives: at the top dose activity change, positive = activation, usual class: activators | 210,000 compounds, 2.8% hits | AID 1458; also: % of control where 0% means no effect; nearly all actives have a fitted effect of over 55% in size
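qHTS luciferase splicing reporter: luminescence rises when SMN2 exon 7 is included in transfected HEK293 cells. Compound exposure lasted 30-36 h at 37C, with 4.5 mM final sodium butyrate as control, followed by a ONE-Glo read.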
L3MBTL1 inh: blocks human L3MBTL1; 230,000 compounds, 0.66% hits; AlphaScreen L3MBTL1–H3K9me1 peptide binding; Potency, µM (doses to about 57.1 µM), without a hit: at the highest dose activity, negative = inhibition, hits mostly inhibitors; Q9Y468; also: % is scaled to controls: 0 for no effect and ±100 for the full control effect; nearly all actives have a fitted effect of over 60% in size
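L3MBTL1 50 nM + b-AHA-H3(1-15)K9me1 75 nM, 30 min RT; compound added, 30 min RT; streptavidin donor/Ni-chelate acceptor beads 10 ug/mL each final, 30 min RT dark; AlphaScreen read.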
ALDH1A1 block: inhibitors of human aldehyde dehydrogenase 1A1 | P00352 | Purified ALDH1A1, NADH fluorescence, propionaldehyde substrate | Potency, µM (titrated, usually from 75.3 µM), without a hit: top-dose activity, negative = inhibition, most hits filed as inhibitors | 220,000 compounds, 7.3% hits; active = well fitted inhibition curve with a large enough effect, not every such curve was filed as active; inconclusive = small, poorly fitted or top-dose-only effect, or another doubt; inactive = no such curve, though single readings can be large or run the other way;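 also: plate controls were no enzyme wells and a reference inhibitor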
RECQ1 helicase: blocks DNA unwinding by human RECQ1. P46063. RECQ1 DNA unwinding, red fluorescence kinetic read. Potency, µM (doses to about 57.3 µM), for the others: top-dose activity, negative = inhibition, actives largely listed as inhibitors. 240,000 compounds, 0.54% hits. AID 2549;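 also: plate controls were vehicle for no effect and no enzyme for full effect; nearly all actives have a fitted effect of over 30% in size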
Target sequence (P46063 whole entry, looked up): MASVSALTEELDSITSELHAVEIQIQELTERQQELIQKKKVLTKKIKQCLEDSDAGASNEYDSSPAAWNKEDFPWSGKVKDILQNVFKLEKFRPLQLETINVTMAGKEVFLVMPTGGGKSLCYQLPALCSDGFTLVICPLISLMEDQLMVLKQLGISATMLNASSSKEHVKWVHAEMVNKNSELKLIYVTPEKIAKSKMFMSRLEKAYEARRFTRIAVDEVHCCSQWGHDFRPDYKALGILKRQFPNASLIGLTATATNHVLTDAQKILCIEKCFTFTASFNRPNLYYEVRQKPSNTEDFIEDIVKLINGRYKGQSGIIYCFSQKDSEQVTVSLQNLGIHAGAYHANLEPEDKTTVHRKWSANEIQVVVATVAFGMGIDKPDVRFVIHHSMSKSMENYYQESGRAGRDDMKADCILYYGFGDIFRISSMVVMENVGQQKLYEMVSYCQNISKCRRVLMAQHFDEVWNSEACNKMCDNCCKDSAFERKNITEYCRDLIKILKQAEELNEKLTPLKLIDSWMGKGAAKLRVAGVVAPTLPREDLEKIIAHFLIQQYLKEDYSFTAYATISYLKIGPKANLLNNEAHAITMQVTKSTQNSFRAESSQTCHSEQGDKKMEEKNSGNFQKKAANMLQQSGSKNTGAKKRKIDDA
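50 nM RECQ1T1 preincubated 15 min with compound in Tris pH 8.0 buffer with MgCl2, DTT, Tween-20 and 2.5 ug/ml poly(dI-dC); started with 200 nM TAMRA/BHQ-2 forked duplex and 2 mM ATP. Unwinding read as fluorescence (525/598 nm), two reads 2 h apart.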
Numbers without * were called inactive; [ ] = remark or other dose. Unless noted, calls follow the shape of the dose curve; as a rule, active = well fitted curve in the direction sought with a large enough effect; inconclusive = small, poorly fitted or top-dose-only effect, or another doubt; inactive = no such curve, though single readings can be large; an effect the other way counts as inactive or inconclusive. Potency is read from the fitted curve at half-maximal effect.

Screening CC(C)(C)OC(=O)NCCCC1=CC2=CC(=O)C(C)(OC(=O)c3ccco3)C(=O)C2=CO1 (stereo unspecified) returned Luc counter -1%, JMJD2E inh 6%, Tau ThT inhib 0%, SMN2 splice enh 0%, ALDH1A1 block -6% and RECQ1 helicase -9%.
For CCNC(=S)NNC(=O)c1cccs1 the results were Luc counter 2%, JMJD2E inh 1%, Lamin A splicing 10%, Tau ThT inhib -5%, SMN2 splice enh 5%, L3MBTL1 inh 6%, ALDH1A1 block 3% and RECQ1 helicase -10%.
Screening CCOC(=O)Cc1csc(NC(=O)CSc2nnc(-c3ccc(C)cc3)o2)n1 returned Luc counter -3%, JMJD2E inh -5%, Lamin A splicing 8%, Tau ThT inhib inconclusive, SMN2 splice enh 5%, L3MBTL1 inh 2%, ALDH1A1 block 12% and RECQ1 helicase -5%.
CC(C)NC(=S)NC(=O)/C=C/c1cccc2ccccc12 was read as Luc counter -8%, JMJD2E inh -26%, Lamin A splicing 11%, Tau ThT inhib -4%, SMN2 splice enh -22%, L3MBTL1 inh 2%, ALDH1A1 block -12% and RECQ1 helicase inactive.
`N#C/C(=C\c1ccc2c(c1)OCCO2)C(=O)NC1CCCCC1` gave Luc counter 2%, JMJD2E inh -3%, Lamin A splicing inconclusive, Tau ThT inhib 6%, L3MBTL1 inh inconclusive, ALDH1A1 block 1% and RECQ1 helicase -1%.
For COc1ccc(N(Cc2ccco2)C(=O)c2ccccc2F)cc1OC the results were Luc counter -3%, JMJD2E inh 3%, Lamin A splicing inconclusive, Tau ThT inhib 0%, SMN2 splice enh -11%, L3MBTL1 inh 4%, ALDH1A1 block 12% and RECQ1 helicase 0%.
CCOC(=O)CN1NC2(CCCCCC2)NC1=S was read as JMJD2E inh inconclusive, Tau ThT inhib -14%, L3MBTL1 inh -4% and RECQ1 helicase inactive.
`Cc1nc(SCC(=O)O)c(C#N)c(-c2ccco2)c1C(=O)N(C)C` gave JMJD2E inh -12%, Tau ThT inhib -3%, L3MBTL1 inh 0% and RECQ1 helicase -1%.
For O=C(CC1S/C(=N/N=C/C=C/c2ccccc2)NC1=O)Nc1ccc(Cl)c(Cl)c1 (stereo unspecified) the results were Luc counter 0%, JMJD2E inh -6%, Lamin A splicing -5%, Tau ThT inhib -8%, SMN2 splice enh -9%[1.84 µM], L3MBTL1 inh 3%, ALDH1A1 block -3% and RECQ1 helicase 0%.
Cc1ccc(C(=O)NCc2occc2C(=O)O)o1 was read as Luc counter 4%, JMJD2E inh 0%, Lamin A splicing 3%, Tau ThT inhib 11%, SMN2 splice enh inconclusive, ALDH1A1 block -4% and RECQ1 helicase inactive.

Overlap with the part before: two entries, followed by the next part.
For O=C(CC1S/C(=N/N=C/C=C/c2ccccc2)NC1=O)Nc1ccc(Cl)c(Cl)c1 (stereo unspecified) the results were Luc counter 0%, JMJD2E inh -6%, Lamin A splicing -5%, Tau ThT inhib -8%, SMN2 splice enh -9%[1.84 µM], L3MBTL1 inh 3%, ALDH1A1 block -3% and RECQ1 helicase 0%.
Cc1ccc(C(=O)NCc2occc2C(=O)O)o1 was read as Luc counter 4%, JMJD2E inh 0%, Lamin A splicing 3%, Tau ThT inhib 11%, SMN2 splice enh inconclusive, ALDH1A1 block -4% and RECQ1 helicase inactive.
For COc1ccc(/C=C2/N=C(SC3CCOC3=O)N(c3cccc(OC)c3)C2=O)cc1 (stereo unspecified) the results were JMJD2E inh 5%, Lamin A splicing -14%, Tau ThT inhib -6%, L3MBTL1 inh inconclusive, ALDH1A1 block 3.5µM* and RECQ1 helicase -6%.
Cc1cccnc1Nc1nc(-c2ccc(O)cc2)cs1 was read as Luc counter -9%, JMJD2E inh -12%, Lamin A splicing -26%, Tau ThT inhib 13µM*, SMN2 splice enh 25µM*, ALDH1A1 block -5% and RECQ1 helicase 5%.
CCOC(=O)c1c(CC(C)C)csc1/N=C/C1C(=O)CC(C)(C)CC1=O was read as Luc counter 0%, JMJD2E inh -13%, Tau ThT inhib inconclusive, SMN2 splice enh 7%, ALDH1A1 block 6.3µM* and RECQ1 helicase -9%.
For COc1ccc(CSC(=N)N)cc1[N+](=O)[O-] the results were Luc counter -2%, JMJD2E inh -2%, Lamin A splicing inconclusive, Tau ThT inhib -15%, SMN2 splice enh -3%, ALDH1A1 block 28µM* and RECQ1 helicase -12%.
CCOc1ccc(NC(N)=O)cc1 was read as Luc counter -1%, JMJD2E inh -2%, Lamin A splicing 13%, Tau ThT inhib -2%, SMN2 splice enh 0%, L3MBTL1 inh -2%, ALDH1A1 block inconclusive and RECQ1 helicase -5%.
COc1ccc(C(=O)NCC(=O)OCC(=O)N2N=C(c3ccc(Cl)cc3)CC2c2ccco2)cc1OC (stereo unspecified) was read as Luc counter 0%, JMJD2E inh inconclusive, Tau ThT inhib -16%, SMN2 splice enh -10%, L3MBTL1 inh 7%, ALDH1A1 block inconclusive and RECQ1 helicase -10%.
Screening CNC(=S)N(Cc1cccs1)Cc1cc2cc(OC)ccc2[nH]c1=O returned Luc counter 3%, JMJD2E inh inconclusive, Lamin A splicing -3%, Tau ThT inhib -5%, SMN2 splice enh -22%, L3MBTL1 inh 6%, ALDH1A1 block inconclusive and RECQ1 helicase -8%.
`O=C(CSc1nnnn1C1CCCCC1)NCc1ccco1` gave Luc counter 1%, JMJD2E inh 9%, Lamin A splicing 5%, Tau ThT inhib -13%, SMN2 splice enh 17%, ALDH1A1 block inconclusive and RECQ1 helicase 0%.
CCN(c1cccc(C)c1)S(=O)(=O)c1ccc(OC)c([N+](=O)[O-])c1 was read as Luc counter -1%, JMJD2E inh 4%, Lamin A splicing 29%[46 µM], Tau ThT inhib -5%, L3MBTL1 inh -4%, ALDH1A1 block 25µM* and RECQ1 helicase inactive.
`C/C(=N\NC(=O)c1ccccc1-n1cccc1)C1CC1` gave Luc counter 2%, JMJD2E inh 5%, Lamin A splicing -16%, Tau ThT inhib 3%, SMN2 splice enh 10%, L3MBTL1 inh -2%, ALDH1A1 block 4µM* and RECQ1 helicase -1%.
Screening Cc1ccccc1-c1nc2cc(Cl)ccc2o1 returned JMJD2E inh inconclusive, Lamin A splicing 0%, Tau ThT inhib -7%, L3MBTL1 inh 9%, ALDH1A1 block inconclusive and RECQ1 helicase -3%.
For Cc1cccc(OCC(=O)O/N=C(\N)c2ccccn2)c1 the results were Luc counter -4%, JMJD2E inh 3%, Lamin A splicing -11%, Tau ThT inhib inconclusive, SMN2 splice enh inconclusive, L3MBTL1 inh 1%, ALDH1A1 block 10% and RECQ1 helicase inactive.
Screening CC1(C)Cc2nc3sc4c(OCc5ccccc5)ncnc4c3cc2CO1 returned Luc counter -1%, JMJD2E inh -6%, Lamin A splicing 5%, Tau ThT inhib 5%, SMN2 splice enh -48%[inhibitor], L3MBTL1 inh -5%, ALDH1A1 block inconclusive and RECQ1 helicase inactive.
For CC(=O)c1sc(-c2ccc(F)cc2F)nc1C the results were JMJD2E inh 5%, Tau ThT inhib -9%, L3MBTL1 inh 0% and RECQ1 helicase -5%.
CC1=C(C(=O)OC2CCCCC2)C(c2ccc(C)o2)C2=C(CCCC2=O)N1 (stereo unspecified) was read as Luc counter -3%, JMJD2E inh -23%, Lamin A splicing 11%, Tau ThT inhib -11%, SMN2 splice enh -6%, L3MBTL1 inh -9%, ALDH1A1 block inconclusive and RECQ1 helicase -19%.
`O=C(CCc1ccccc1)Nc1ncn[nH]1` gave Luc counter 0%, JMJD2E inh 8%, Lamin A splicing 3%, Tau ThT inhib -2%, SMN2 splice enh 6%, L3MBTL1 inh 0%, ALDH1A1 block 4% and RECQ1 helicase -6%.
Screening CC(=O)c1c(C(C)=O)c(C)n(Cc2ccc(Cl)cc2)c1C returned Luc counter -2%, JMJD2E inh -1%, Lamin A splicing inconclusive, Tau ThT inhib -20%, SMN2 splice enh -71%[inhibitor], ALDH1A1 block 4% and RECQ1 helicase inactive.
COc1cc(NC(=O)CSc2nc3c(C)ccc(C)c3cc2C)c(C(=O)O)cc1OC was read as Luc counter 5%, JMJD2E inh -1%, Lamin A splicing -4%, Tau ThT inhib inconclusive, SMN2 splice enh -2%, L3MBTL1 inh -1%, ALDH1A1 block 4% and RECQ1 helicase -11%.
Screening O=C(NCc1ccccn1)c1ccc(NC(=O)c2ccco2)cc1 returned Luc counter 1%, JMJD2E inh 3%, Lamin A splicing 7%, Tau ThT inhib 2%, SMN2 splice enh inconclusive, L3MBTL1 inh -1%, ALDH1A1 block inconclusive and RECQ1 helicase 6%.
Screening COc1ccc(S(=O)(=O)N2CCN(Cc3ccccc3)CC2)cc1 returned Luc counter -5%, JMJD2E inh -1%, Lamin A splicing inconclusive, Tau ThT inhib -2%, SMN2 splice enh -10%, L3MBTL1 inh -2%, ALDH1A1 block 6% and RECQ1 helicase -13%.
CCN(CC)CCNCc1ccc(-c2ccc(Cl)cc2)o1 was read as JMJD2E inh -9%, Lamin A splicing -5%, Tau ThT inhib -4%, L3MBTL1 inh -5%, ALDH1A1 block 0% and RECQ1 helicase -2%.
CCOc1cc(/C=C2/C(=O)ON=C2C)ccc1OCc1ccccc1 was read as Luc counter -3%, JMJD2E inh inconclusive, Tau ThT inhib -16%, L3MBTL1 inh inconclusive, ALDH1A1 block -6% and RECQ1 helicase 4%.
For O=C(NCCc1ccc(F)cc1)c1ccc([N+](=O)[O-])cc1 the results were Luc counter 4%, JMJD2E inh 10%, Lamin A splicing 4%[46 µM], Tau ThT inhib -8%, SMN2 splice enh 11µM*, L3MBTL1 inh 2%, ALDH1A1 block 4% and RECQ1 helicase inactive.
`CCOC(=O)C1(CCCc2ccccc2)CCN(CCCn2cccn2)CC1` gave JMJD2E inh -3%, Tau ThT inhib -1%, L3MBTL1 inh 42%[activator], ALDH1A1 block inconclusive and RECQ1 helicase inactive.

From PubChem BioAssay

A portion of the library; count on the stated rates, not on these rows.
